Assay outcomes from PubChem.
tim23-1 inh = growth inhibitors of tim23-1 mutant yeast, primary screen, luminescence, uHTS. S. cerevisiae tim23-1 growth, BacTiter-Glo luminescence, 24 h. inhibition, % at 20 µM. 330,000 compounds, 1.3% hits. AID 463212, 2010;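 active = growth inhibition of the mutant yeast at or above 50%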;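 note: temperature-sensitive mutant grown at 25 °C; plate controls were DMSO-treated mutant yeast for no effect and medium wells lacking yeast for full effect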
CHOP UPR activ = activators of apoptotic CHOP UPR arm, primary screen, cell-based, CHO-CHOP luciferase reporter, luminescence, uHTS | UPR activation; percent of tunicamycin response over DMSO baseline | activation, % at 10 µM | 330,000 compounds, 0.34% hits | AID 449763, 2010;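 active = at 10 µM dose, activation of 40% or more, normalized to positive control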;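 note: 100% = tunicamycin at 10 µg/mL and 0% = DMSO alone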
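System: CHO-CHOP luciferase reporter cell line; amount: 500 cells/well; buffer or medium: F12 medium containing 10% fetal bovine serum; incubation: 6 h compound exposure at 37 °C after overnight seeding; measured by: luciferase luminescence after 10 min with Steady-Glo reagent; evaluation: % reporter activation, DMSO baseline versus tunicamycin full activation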
Mdm2 MdmX PPI = inhibitors of human Mdm2-MdmX association, primary screen, cell-based, luminescence, split luciferase, SaOS-2, uHTS; 330,000 compounds, 3% hits; AID 485346, 2010; inhibition, % at 8 µM; SaOS-2 split-luciferase Mdm2/MdmX complementation; Protein Mdm4 (Homo sapiens) + E3 ubiquitin-protein ligase Mdm2 (Homo sapiens), …;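 active = inhibition of at least 50% at 8 µM in the primary screen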
APJ ag = agonists of human apelin receptor APJ, primary screen, CHO-K1 cells, PathHunter beta-arrestin, luminescence. activation, % at 20 µM. P35414. 0% DMSO wells, 100% apelin. 330,000 compounds, 0.11% hits;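 active = activation more than six SD over the plate average, tested at 20 µM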;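 note: 0% = DMSO alone and 100% = apelin-13 at 10 nM; some results filed as inactive read as strong as hits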
Target sequence (P35414 whole entry, looked up): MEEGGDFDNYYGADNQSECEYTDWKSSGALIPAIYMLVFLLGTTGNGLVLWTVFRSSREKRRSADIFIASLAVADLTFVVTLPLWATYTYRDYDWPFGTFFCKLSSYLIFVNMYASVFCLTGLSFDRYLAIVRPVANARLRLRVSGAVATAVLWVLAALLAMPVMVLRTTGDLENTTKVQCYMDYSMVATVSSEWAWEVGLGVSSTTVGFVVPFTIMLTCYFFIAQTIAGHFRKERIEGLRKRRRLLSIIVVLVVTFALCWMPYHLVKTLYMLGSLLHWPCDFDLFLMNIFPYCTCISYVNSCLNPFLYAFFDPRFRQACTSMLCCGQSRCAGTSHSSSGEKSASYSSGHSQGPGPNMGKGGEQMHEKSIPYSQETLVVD
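Test system: CHO-K1 APJ beta-arrestin complementation cell line | Compound: Single test compound dose, 20 µM final, 1% DMSO | Incubation: Compound 90 min 25 °C, reagent 1 h | Measured by: beta-gal luminescence | Read-out basis: APJ–arrestin association signal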
CXCR6 block = CXCR6 receptor inhibitors, primary screen, cell-based, beta-arrestin, luminescence, CHO-K1 PathHunter, 1536-well; 360,000 compounds, 0.36% hits; inhibition, % at 20 µM; in the data active = inhibition above about 34%, passing the limit was not always enough;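 note: antagonist mode with CXCL16 agonist at 10 nM final; 0% = 10 nM CXCL16 with DMSO and 100% = unstimulated wells without agonist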
Target sequence (O00574 whole entry, looked up): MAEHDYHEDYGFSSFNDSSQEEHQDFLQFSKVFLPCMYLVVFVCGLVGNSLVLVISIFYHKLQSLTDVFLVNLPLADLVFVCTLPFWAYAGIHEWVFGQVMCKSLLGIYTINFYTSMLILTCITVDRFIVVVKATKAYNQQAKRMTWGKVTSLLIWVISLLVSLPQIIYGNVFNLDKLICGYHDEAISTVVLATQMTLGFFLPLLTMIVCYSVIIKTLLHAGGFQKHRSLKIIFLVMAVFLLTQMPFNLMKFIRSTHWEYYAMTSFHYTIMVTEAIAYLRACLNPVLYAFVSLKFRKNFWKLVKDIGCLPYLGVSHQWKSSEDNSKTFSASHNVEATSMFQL
APJ antag = antagonists of human apelin receptor APJ, primary screen, CHO-K1 cells, beta-arrestin complementation, luminescence; P35414; inhibition, % at 20 µM; 330,000 compounds, 0.32% hits; AID 2521, 2010;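 active = inhibition above about 40% at 20 µM, limit read from the data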;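 note: cells challenged with 10 nM apelin-13 agonist together with compound; plate controls were apelin-13 plus DMSO wells for no effect and DMSO wells lacking apelin-13 for full effect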
TIM10 inh = growth inhibitors of isogenic TIM10 control yeast, primary screen, counter-screen for tim10-1 yeast inhibitor project, luminescence, uHTS; S. cerevisiae TIM10 strain growth, BacTiter-Glo luminescence, 24 h; inhibition, % at 10 µM; 330,000 compounds, 1.4% hits; AID 463195, 2010;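 active = inhibition of 40% or more at the single tested concentration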;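 note: wild-type TIM10 isogenic control strain grown at permissive 25 °C; 0% = DMSO yeast wells and 100% = minimal medium wells without yeast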
tim10-1 inh = growth inhibitors of tim10-1 mutant yeast, primary screen, luminescence, uHTS; AID 463190, 2010; S. cerevisiae tim10-1 ts strain growth, BacTiter-Glo, 24 h; inhibition, % at 20 µM; 330,000 compounds, 2.2% hits;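 active = inhibition of at least 40%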;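 note: mutant grown at 25 °C; 0% = DMSO wells with yeast and 100% = wells holding no yeast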
UPR XBP1 act = activators of adaptive XBP1 UPR arm, primary screen, cell-based, CHO-XBP1 luciferase reporter, luminescence, uHTS; activation, % at 20 µM; IRE1-XBP1 UPR activation; percent of tunicamycin response, DMSO as zero; AID 463104, 2010; 330,000 compounds, 0.33% hits;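 active = versus positive control, 20 µM dose yields 30% or more activation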;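 note: 100% = tunicamycin at 10 µg/mL and 0% = DMSO only wells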
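Material: CHO-XBP1 cells stably carrying IRE1-XBP1-driven luciferase reporter | Medium: F12 with 10% serum | Compound dosing: 20 µM single concentration, DMSO 1% | Incubation: Overnight seeding at 37 °C, 6 h compound treatment at 37 °C | Detection: Steady-Glo luminescence read | Read-out basis: % activation of reporter signal versus tunicamycin and DMSO controls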
Numbers without * were called inactive.

Fields: tim23-1 inh	CHOP UPR activ	Mdm2 MdmX PPI	APJ ag	CXCR6 block	APJ antag	TIM10 inh	tim10-1 inh	UPR XBP1 act
(1) Cc1cc2nc(N)sc2cc1C
  12	4.5	-84	-3	-5	-21	23	1	2
(2) Cc1ccc(OCCCOc2cccc3cccnc23)cc1C
  49	3.2	-7	-1	9	-5	35	40	-2
(3) COc1ccc(C(=O)Oc2ccc(Br)cc2C(=S)N2CCOCC2)cc1
  38	-0.4	-6	-1	2	-16	5	17	-3
(4) O=C(Nc1cccc(Cl)c1Cl)Nn1cnnc1
  -8	1.2	13	-4	-3	5	3	-6	-3
(5) Nc1nc(NCCCN2CCOCC2)nc(Nc2cccc(Cl)c2)c1[N+](=O)[O-]
  -21	-0.7	29	-4	10	13	-16	-21	2
(6) CN1CCN(C(=O)c2ccc(S(=O)(=O)Nc3ccccc3)cc2)CC1
  12	1.6	-23	-2	-3	0	13	-5	1
(7) COCCn1c(SC(C)C(=O)NC2CC2)nnc1-c1cccc(C)c1 (stereo not drawn)
  0	-1.1	-10	-4	4	17	2	14	1
(8) O=C(Nc1ccc2c(c1)OCO2)c1ccc(CO)cc1
  1	2.3	-21	-5	0	7	6	-25	-1
(9) Cc1ccc(C)c(S(=O)(=O)N2CCN(C(=O)Cn3c(C(F)(F)F)nc4ccccc43)CC2)c1
  8	-0.2	23	-1	1	3	-19	-23	-1
(10) O=C(Nc1cc(C(F)(F)F)ccc1N1CCOCC1)c1ccc(Br)o1
  16	-0.1	9	1	0	2	10	17	-1
(11) COC(=O)c1ccc(OC(=O)/C=C/c2ccco2)cc1
  3	3.5	19	-1	1	25	-7	7	-2
(12) CC(C)(C)c1ccc(C2(C)NC(=O)N(CC(=O)Nc3ccc4c(c3)OCO4)C2=O)cc1 (stereo not drawn)
  5	2.8	-24	0	0	5	10	16	-2
(13) O=C1N(C2CCCC2)C[C@@H]2C[C@@H](c3cn[nH]c3-c3ccc(Cl)cc3)N3CCC[C@@]123
  16	-0.1	8	-2	-1	1	6	4	-1
(14) Cc1ccc(-c2nn(C(C)(C)C)c3ncnc(NS(=O)(=O)c4ccc([N+](=O)[O-])cc4)c23)cc1
  41	1.1	3	-3	18	-7	32	37	-4
(15) CCCCn1c(N)c(N(CC(C)C)C(=O)c2ccc(Cl)c(S(=O)(=O)N3CCCC3)c2)c(=O)[nH]c1=O
  2	1.4	13	3	4	0	2	12	0
(16) O=C(N/N=C/c1cc(Cl)cc([N+](=O)[O-])c1O)NC12CC3CC(CC(C3)C1)C2
  45	2.1	30	-4	34	42*	20	17	0
(17) CCc1cc2c(cc3c(=O)n(CC(=O)NCCCN(CC)CC)nc(CC)n32)s1
  11	0.2	0	-7	-1	14	9	4	-1
(18) COC(=O)c1c(C)[nH]c(C(=O)OCC(=O)N2c3ccccc3NC(=O)C2(C)C)c1C
  7	-1.8	33	-1	-1	2	4	13	-2
(19) O=C(NCC1CCCO1)C(=O)N/N=C/c1ccccc1C(=O)O (stereo not drawn)
  6	-1.1	7	-4	-2	5	-2	0	-1
(20) CCCCC(O)(CCCC)C(=O)NN(C(=O)OC)c1ccccc1
  13	1.1	19	-1	1	7	11	16	-2

Full records, quoted from the list. Screens in order: tim23-1 inh, CHOP UPR activ, Mdm2 MdmX PPI, APJ ag, CXCR6 block, APJ antag, TIM10 inh, tim10-1 inh, UPR XBP1 act
Nc1nc(NCCCN2CCOCC2)nc(Nc2cccc(Cl)c2)c1[N+](=O)[O-] is listed as -21, -0.7, 29, -4, 10, 13, -16, -21, 2
CN1CCN(C(=O)c2ccc(S(=O)(=O)Nc3ccccc3)cc2)CC1 is listed as 12, 1.6, -23, -2, -3, 0, 13, -5, 1

Next entries follow.
Fields: tim23-1 inh	CHOP UPR activ	Mdm2 MdmX PPI	APJ ag	CXCR6 block	APJ antag	TIM10 inh	tim10-1 inh	UPR XBP1 act
(21) Cc1ccc(-c2ccnc3c(Br)c(C)nn23)cc1
  58*	0.1	25	-5	1	4	15	41*	23
(22) CCc1cn(S(=O)(=O)c2ccccc2OC)nc1N
  32	-0.2	1	-3	-5	-17	20	4	2
(23) Oc1ccc(Br)cc1/C=N/N1CCN(Cc2ccccc2)CC1
  30	4.2	-15	-2	-3	1	5	22	2
(24) CN(C(=O)COC(=O)c1cc2ccccc2cc1O)C1CCCCC1
  55*	3.9	14	-4	-25	5	30	19	0
(25) O=C(NC1CCN(C(=O)c2cccc([N+](=O)[O-])c2)CC1)c1ccccc1
  8	0.0	-2	-1	-1	-2	-3	27	-2
(26) COc1ccc(CN2CCOCC2)c(C)c1C
  4	-1.1	10	-4	-1	-9	-4	3	-3
(27) OCCNCCOCCOc1ccccc1-c1ccccc1
  7	2.9	12	-4	4	-7	-12	1	-1
(28) O=C(C[n+]1ccccc1)N/N=C/c1ccccc1C(F)(F)F
  3	0.3	-10	-1	-4	-1	9	13	-1
(29) O=C(Nc1ccc([N+](=O)[O-])c(NC(=O)c2cccnc2)c1)c1cccnc1
  -12	-3.1	13	0	-2	-20	-17	0	1
(30) CC(C)C[C@H](NC(=O)[C@@H](Cc1ccccc1)n1c(=O)[nH]c2ccccc2c1=O)C(=O)N[C@@H](Cc1ccccc1)C(=O)O
  -4	-1.7	7	0	1	8	15	6	-1
(31) C=CCn1c(=O)c2c(nc3n2CCCN3CCc2ccccc2)n(C)c1=O
  5	0.8	21	0	3	8	14	9	1
(32) CCOc1ccc(S(=O)(=O)N2CCN(C(=O)c3ccncc3)CC2)cc1
  -7	-1.4	12	-5	-6	-5	-3	2	-4
(33) O=[N+]([O-])c1ccc(Cc2nnc(-c3ccc(F)cc3)o2)cc1
  12	2.2	-20	4	-6	-22	6	-2	0
(34) O=C(CSc1ncnc2sc3c(c12)CCCC3)NC1CCS(=O)(=O)C1 (stereo not drawn)
  15	-0.8	2	-1	6	19	8	27	0
(35) COc1ccc2nc(NCc3cccnc3)sc2c1
  7	0.5	-18	2	3	2	5	1	-4
(36) CC1CC1c1ccc(/C=C(\C#N)C(=O)Nc2ccc(Cl)cc2)o1 (stereo not drawn)
  19	5.1	-126	-1	1	17	29	17	-1
(37) COc1ccc(Cl)cc1NC(=O)N1CCN(C2CCCCC2)CC1
  8	-0.2	5	-3	4	-22	0	3	-3
(38) Cc1ccc(C(=O)N/C(=C\c2ccc(-c3ccccc3[N+](=O)[O-])o2)C(=O)NCCCN(C)C)cc1
  7	34	25	0	-22	-53	15	31	0
(39) CCc1nnc(NC(=O)C2CCCN2C(=O)Nc2ccccc2)s1 (stereo not drawn)
  7	-2.4	22	1	3	14	6	-1	-2
(40) C(=N/Nc1cc(N2CCOCC2)nc(N2CCOCC2)n1)/c1ccccc1
  17	4.2	48	-3	-16	-17	23	6	6
(41) Cc1ccc(C(=O)OCC(=O)Nc2ccccc2C(F)(F)F)cc1S(=O)(=O)N1CCCCC1
  18	0.9	8	-2	2	19	-6	4	-2
(42) NS(=O)(=O)c1ccc(CCNC(=O)CNCCc2ccccc2)cc1
  8	0.4	-31	-2	2	-19	6	-3	3
(43) O=C(CNC(=O)COc1ccccc1)NCCc1ccccn1
  -6	-0.3	9	-2	5	-15	3	5	-1
(44) COc1ccccc1CNC(=O)COC(=O)COc1ccccc1F
  0	-1.5	-42	2	-5	-3	5	-6	0
(45) O=C(Nc1cccc(C(F)(F)F)c1)C1CCCN(c2ncccn2)C1 (stereo not drawn)
  23	1.2	-15	0	2	-8	29	42*	0
(46) CC(=O)c1ccc(Nc2cc(C)nc3ccccc23)cc1
  -4	2.7	59*	-4	1	4	20	-4	0
(47) COc1ccc(-c2cn(-c3ccc(C)cc3)c(=O)n2CC(=O)Nc2ccc(OC)c(OC)c2)cc1
  31	1.8	-2	3	7	14	21	23	1
(48) COc1ccc(C(CNC(=O)C2CCN(S(=O)(=O)c3ccc(F)cc3)CC2)N(C)C)cc1 (stereo not drawn)
  5	0.9	19	-4	6	13	0	14	2
(49) COc1ccc(N(CN2C(=O)C3CC=CCC3C2=O)C(=O)c2ccco2)cc1 (stereo not drawn)
  16	0.1	9	-4	-10	8	12	6	1
(50) CC(C)(C)NC(=O)c1cccc(NC(=O)CSc2ccc(Cl)cc2)c1
  18	0.7	29	-3	-11	-19	-6	-9	-2
(51) Cc1ccc(-n2cc(CN(C)CCc3cn[nH]c3)c(-c3cccc(C)c3)n2)cc1
  2	1.5	23	-3	-4	-27	28	23	2
(52) C/C(=N\NC(=O)c1ccc(CSc2nncn2C)cc1)c1ccc(Cl)cc1
  21	-0.1	3	3	-10	-12	16	3	3
(53) O=C(NCc1ccccn1)c1ccc(OC2CCN(Cc3ccc(Cl)s3)CC2)cc1
  5	0.4	13	0	1	-14	3	8	-4
(54) O=C(NC1CC2CCCC(C1)N2C(=O)Nc1cccc(F)c1)C1CC1 (stereo not drawn)
  1	1.4	14	-3	2	2	-12	-3	1
(55) O=C(CSc1nc(O)c(C2CCCCC2)c(=O)[nH]1)N1CCOCC1
  16	0.3	12	2	6	3	-5	1	0
(56) CCOC(=O)c1cccc(OCC(O)CNCCOc2ccccc2F)c1 (stereo not drawn)
  -8	-0.5	-27	-3	9	-8	12	8	0
(57) Cc1ccc(NC(=O)C2OCCc3ccccc32)cc1 (stereo not drawn)
  -9	3.7	-20	0	-5	12	-4	7	5
(58) C[C@@H](C(=O)N1CCN(C(=O)OC(C)(C)C)CC1)n1cc(CCC(=O)O)nn1
  -2	1.3	0	5	-6	9	-10	0	-1
(59) CC1(C#CC[N+]2(C)CCCCC2)CCC2C(O1)c1ccccc1OC2(C)C (stereo not drawn)
  -1	-0.9	1	-3	1	9	-2	8	-2
(60) COc1c(O)c(O)c2oc(-c3ccccc3)cc(=O)c2c1OC
  59*	1.0	-23	-1	-6	-139	40*	50*	-2
(61) CCn1c(CNC(=O)c2ccccc2)nnc1SCC(=O)N1CCN(c2ccccc2)CC1
  -9	0.4	28	0	-1	10	6	12	0
(62) COc1ccc(-c2nn(-c3ccccc3)cc2C(=O)Nc2nc(CC(C)=O)ns2)cc1
  3	0.7	6	-4	5	-11	6	3	-4
(63) Cc1cc(N2CCN(S(=O)(=O)c3ccc(Cl)c(Cl)c3)CC2)c2ccccc2n1
  18	-0.1	37	-3	-2	2	7	6	2
(64) O=c1nc(Nc2ccc([N+](=O)[O-])cc2)[nH]c(=O)[nH]1
  11	0.0	8	-3	-1	13	1	8	-2
(65) O=C1c2ccccc2C(=O)N1CN(C(=O)c1ccccc1[N+](=O)[O-])c1ccc(F)cc1
  26	1.8	1	3	-12	-3	24	32	-2
(66) Cc1ccc(CC(=O)Nc2cccnc2)cc1
  3	-1.1	10	0	-1	-12	-6	14	1
(67) CCCCOC(=O)C(C)Sc1n[nH]c(=O)[nH]c1=O (stereo not drawn)
  12	-2.3	6	-4	0	-10	25	9	0

These rows are one share of the data (hit frequency here may not be typical).
